Compound activity: PubChem BioAssay, several laboratories
CYP2C9 activ – CYP2C9 (human) activation; actives 1.4% (n = 96,000); P11712; activation factor at 5 µM; recombinant CYP2C9, luciferin-H conversion, luminescence; stronger effect = higher value; factor 1 = untreated enzyme, 0 = blocked;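 active = activation factor of 2 or more for CYP2C9 at a 5 µM dose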;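 also: 0 = sulfaphenazole-blocked wells and 1 = vehicle-only wells; values of inactives mirror those of a sister screen read the other way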
Target sequence (P11712 whole entry, looked up): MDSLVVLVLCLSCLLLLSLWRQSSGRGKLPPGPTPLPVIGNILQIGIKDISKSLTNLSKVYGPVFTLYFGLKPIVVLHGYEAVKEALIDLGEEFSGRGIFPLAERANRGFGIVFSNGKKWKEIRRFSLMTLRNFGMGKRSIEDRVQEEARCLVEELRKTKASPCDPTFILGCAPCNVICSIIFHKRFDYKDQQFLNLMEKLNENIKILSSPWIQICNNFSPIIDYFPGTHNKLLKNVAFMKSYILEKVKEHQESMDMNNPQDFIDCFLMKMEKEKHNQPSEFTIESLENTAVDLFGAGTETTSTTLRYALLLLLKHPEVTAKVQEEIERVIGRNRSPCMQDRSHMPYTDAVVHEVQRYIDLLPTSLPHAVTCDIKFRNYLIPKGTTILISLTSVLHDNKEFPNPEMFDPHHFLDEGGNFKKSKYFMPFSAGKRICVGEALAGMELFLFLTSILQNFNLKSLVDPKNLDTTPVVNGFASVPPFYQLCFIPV
PLAP act – activators of human placental alkaline phosphatase. P05187. purified PLAP enzyme, luminescent substrate read-out; stronger effect = higher value. activation fold at 20 µM. actives 1.2% (n = 96,000); in the data active = activation fold above about 2
CYP2C19 activ – activators of human cytochrome P450 2C19 | recombinant CYP2C19, luciferin-H EGE luminescence; stronger effect = higher value; 0 = fully inhibited enzyme, 1 = untreated enzyme | activation factor at 5 µM | 96,000 tested, under 10 active | AID 1025;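 active = activation factor of at least 2 at 5 µM in the primary screen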;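 also: 0 = wells with 2.5 mM tranylcypromine and 1 = vehicle-only wells; values of inactives mirror those of a sister screen read the other way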
Rev-RRE block – inhibitors of HIV-1 Rev-RRE RNA interaction; inhibition, % at 8 µM; AID 704; P05866; Rev peptide-RRE RNA binding, FRET; actives 0.79% (n = 97,000);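 active = inhibition above the screen-wide mean plus 3 SD, cut at about 35% in these data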;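 also: 0% = median DMSO wells and 100% = median Neomycin B control wells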
Target sequence (P05866 whole entry, looked up): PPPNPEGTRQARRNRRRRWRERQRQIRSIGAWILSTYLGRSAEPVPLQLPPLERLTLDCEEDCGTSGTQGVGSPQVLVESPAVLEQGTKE
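assay system = Cy5-tagged RRE RNA duplex with fluorescein-tagged Rev peptide | incubation = 5 + 15 min at 25 °C | also added = labelled Rev peptide | measure = % inhibition of FRET ratio versus controls | benchmarks = DMSO wells as 0% and neomycin B wells as 100% inhibition | measured by = FRET fluorescence readout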
CYP2C19 inhib – blocks human cytochrome P450 2C19; actives 21% (n = 96,000); AID 778; inhibition, % at 5 µM; CYP2C19 Supersomes, luciferin-H EGE luminescence, 30 min;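 active = CYP2C19 inhibition above a set limit at 5 µM in the primary screen, cut at about 50% in these data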;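 also: plate controls were negative control wells for no effect and 2.5 mM tranylcypromine positive control for full effect; values of inactives mirror those of a sister screen read the other way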
PLK1 inh – blocks human PLK1 kinase activity; P53350; recombinant PLK1 kinase, TR-FRET peptide phosphorylation; inhibition, % at 10 µM; actives 0.53% (n = 97,000); AID 619;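 active = inhibition of 50% or more in the single-concentration screen; inactive = inhibition below 50%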;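 also: 0% = DMSO max control and 100% = H-89 dihydrochloride min control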
EphB4 ephrin blk – EphB4-ephrin-B2 interaction antagonism; P54760; EphB4 LBD / TNYL-RAW-Alexa532 peptide, fluorescence polarization; inhibition, % at 7 µM; actives 0.15% (n = 97,000);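 active = inhibition above the screen-wide mean inhibition plus 3 SD, cut at about 15% in these data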;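 also: 0% = DMSO wells and 100% = excess unlabeled TNYL-RAW peptide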
Plk1 PBD FP – Plk1 (human) PBD binding inhibition. P53350. Plk1 PBD phosphopeptide binding, fluorescence polarization. inhibition, %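 (tested at about 20 µM)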. actives 0.13% (n = 97,000). AID 693; in the data active = inhibition above about 34%, passing the limit was not always enough
CYP2C9 inhib – inhibitors of human CYP2C9; inhibition, % at 5 µM; AID 777; actives 20% (n = 96,000); P11712; CYP2C9 Supersomes, luciferin-H conversion, luminescence;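 active = blocking of liver enzyme CYP2C9 beyond about 50% at 5 µM, limit read from the data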; also: values of inactives mirror those of a sister screen read the other way
Starred values were filed as active, the others as inactive; / = not tested or not shown.

structure	CYP2C9 inhib	Rev-RRE block	PLAP act	EphB4 ephrin blk	CYP2C9 activ	CYP2C19 activ	Plk1 PBD FP	CYP2C19 inhib	PLK1 inh
CCCCNC(=O)NC1(C(F)(F)F)Oc2ccccc2O1	10	5	1.1	-1	0.9	1	16	2	-13
COc1ccc(Br)cc1C(=O)Nc1ccc(NC(=O)c2ccco2)cc1	42	9	1.1	2	0.6	1	-1	2	-11
CC(=O)c1c(C)[nH]c2ccccc2c1=O	-40	8	1.1	7	1.4	1.1	-7	-15	-7
CCCC12CN3CC(C)(CN(C1)C3c1ccc(OC(C)C)cc1)C2=O (stereo unspecified)	16	3	1.4	-7	0.8	1	-19	2	3
CCOC(=O)c1cc(OC(=O)c2ccccc2)n(-c2ccccc2)n1	3	0	1	-1	1	0.7	-1	27	-5
CN(C(=O)c1ccncc1)C1CCS(=O)(=O)C1 (stereo unspecified)	-28	6	1	-1	1.3	0.6	-5	36	-9
Cc1cc(SCC#N)n2nc(C)c(-c3ccc(Cl)cc3)c2n1	28	1	0.8	2	0.7	0.9	-2	10	-2
COc1ccc(CCC(N)=O)cc1OC	19	3	1.1	-7	0.8	1.2	3	-17	0
Cn1c(=NCC(O)COc2ccccc2)sc2ccccc21 (stereo unspecified)	44	11	1.5	-6	0.6	0	6	95*	-7
CCOC(=O)c1cnn(-c2cc(C)nc3c(-c4ccccc4)c(C)nn23)c1N	-6	2	0.9	-4	1.1	1	5	2	-2
COc1cccc(NC(=O)N2CCN(C(=O)C(Cc3ccc(OC)c(OC)c3)NC(C)=O)CC2)c1 (stereo unspecified)	/	3	/	-2	/	/	-12	/	-1
CCn1c(SCC(=O)NCCc2ccccc2)nnc1-c1cccs1	32	9	0.9	14	0.7	0.7	15	32	-13
Cc1ccnc(NS(=O)(=O)c2ccc(NS(=O)(=O)c3cccs3)cc2)n1	/	11	/	2	/	/	9	/	-20
Cc1ccc(NC(=O)C2CCCN(S(=O)(=O)c3c(C)noc3C)C2)c(C)c1 (stereo unspecified)	8	11	0.9	8	0.9	0.9	-28	11	-11
O=C1C=C(c2cccs2)CC(c2cccs2)C1n1cnc([N+](=O)[O-])c1 (stereo unspecified)	22	0	1	2	0.8	0.9	6	8	-8
CC1CC(C)(C)N(C(=O)CN2C(=O)c3ccccc3C2=O)c2ccccc21 (stereo unspecified)	/	12	/	-5	/	/	6	/	-13
Cc1cc(C(=O)N2CCN(Cc3ccccc3)CC2)on1	10	0	0.9	0	0.9	0	0	95*	-9
Cc1ccc(N2CC(C(=O)Nc3nccs3)CC2=O)cc1Cl (stereo unspecified)	27	11	1	9	0.7	1	-26	3	11
CC(C)OCCCN1CN(S(=O)(=O)c2ccccc2)c2nc3ccccc3nc21	98*	10	1.7	-1	0	0.1	-23	85*	-2
CSc1ccc(S(=O)(=O)NCCOc2ccccc2C)cc1	-16	22	0.9	5	1.2	0.4	5	63*	-16
CCCc1nnc(NC(=O)CN2C(=O)c3ccccc3S2(=O)=O)s1	10	8	2.2*	18*	0.9	1.1	-11	-7	-11
Cn1cc(CC(=O)NCCCN2CCCC2=O)c2ccccc21	-138	/	1.1	/	2.4*	0.8	-24	16	-6
CNS(=O)(=O)c1cccc(C(=O)NCC(c2cccs2)N(C)C)c1 (stereo unspecified)	-6	-3	1	-4	1.1	0.9	21	10	1
Cc1nc(-c2ccccn2)sc1C(=O)Nc1ccc(F)cc1F	-74	-1	1.1	-13	1.7	1	-6	2	-10
O=C(Nc1ccccc1)c1ccc(CSc2ncccn2)cc1	43	-1	0.9	3	0.6	0.6	-12	44	-8
COc1nn(CC(=O)N2N=C(C)CC2(O)C(F)F)cc1[N+](=O)[O-] (stereo unspecified)	/	3	/	-5	/	/	12	/	-8
Cc1cc(C)nc(NS(=O)(=O)c2ccc(NC(=O)CCN3C(=O)c4ccccc4C3=O)cc2)n1	7	/	1.1	/	0.9	1	/	0	/
CCOC(=O)c1ccc(NC(=S)NNC(=O)C2(C)CC2(Cl)Cl)cc1 (stereo unspecified)	/	-4	/	2	/	/	11	/	-8
COc1ccc(C(=O)N2CCSC2=S)cc1OC	-112	11	1	-4	2.1*	1	20	3	-10
CCCC(c1nnnn1Cc1ccc(OC)cc1)N1CCN(c2ccccc2)CC1 (stereo unspecified)	82*	/	1.2	/	0.2	0.6	/	44	/
N#CC1=C(SCc2ccccc2)NC(=O)CC1c1ccc(O)cc1 (stereo unspecified)	53*	0	0.9	-7	0.5	0.4	6	65*	-12
COc1ccc(-c2nc(C#N)c(NCCc3ccccc3)o2)cc1OC	93*	1	0.8	-8	0.1	0.2	10	80*	-5
Cn1c(=N)c(S(=O)(=O)c2ccccc2)cc2c(=O)n3ccccc3nc21	-19	5	0.8	4	1.2	0.9	30	12	-10
CCOC(=O)c1cnc(SC)nc1Oc1cccc(NC(=O)c2cccc(Cl)c2Cl)c1	74*	8	1.1	-3	0.3	0.9	9	14	-12
Cc1cc(OCC(=O)NC(C)C)cc(C)c1Cl	/	-4	/	-8	/	/	13	/	-3
COc1ccc(Cn2c(CCC(=O)O)nc3cccnc32)cc1	7	9	1.1	4	0.9	1.1	-15	-13	4
CN(C)c1nc(Oc2ccc(=O)n(C)n2)nc(N2CCOCC2)n1	6	7	0.9	7	0.9	1.1	13	-7	-12
CCn1c(N2CCC(Cc3ccccc3)CC2)nc2c1c(=O)[nH]c(=O)n2C	54*	0	1.3	-7	0.5	0.2	-18	77*	-4
COC(=O)NCCOc1cc(C)ccc1C	-11	-2	1	8	1.1	0.8	-8	21	-5
CCc1ccc(-n2c(SCC(=O)Nc3cc(C)[nH]n3)nc3[nH]ncc3c2=O)cc1	6	0	1.5	0	0.9	1	5	4	-16
CN(C)c1ccc(NC(=O)CN2CCC(C(=O)c3ccc(F)cc3)CC2)cc1	2	-2	1.5	4	1	1.1	8	-9	6
Cc1[nH]n(-c2ccccc2)c(=O)c1C(C[N+](=O)[O-])c1ccccc1Cl (stereo unspecified)	92*	0	0.9	5	0.1	0.1	20	88*	-7
Oc1ccccc1C1=Nc2ncnn2C(c2ccc(F)cc2)C1 (stereo unspecified)	49	/	1.3	/	0.5	0.4	/	57*	/
C=CCn1c(COc2cccc3ccc(C)nc23)nnc1SCC(=O)O	-10	5	1.3	5	1.1	1.1	12	-12	-9
O=C(NC1CCCCC1)N1CCCCCCC1	-1	5	1	5	1	0.9	-1	10	-4
Cc1ccc(C(=O)CCC2CCCCC2=O)cc1 (stereo unspecified)	42	10	0.9	2	0.6	0.2	-26	84*	1
Cc1cc(C)cc(NC(=O)c2ccc(CSc3nnnn3C)cc2)c1	-45	7	0.8	-2	1.5	0.9	-3	6	-6
CCn1c(SCC(=O)Nc2ccc(C(=O)OC)cc2)nc2cccnc21	/	7	/	-3	/	/	-11	/	-11

Sorted by number of heavy atoms (highest first): 3 of the compounds above.
structure	CYP2C9 inhib	Rev-RRE block	PLAP act	EphB4 ephrin blk	CYP2C9 activ	CYP2C19 activ	Plk1 PBD FP	CYP2C19 inhib	PLK1 inh
CN(C)c1ccc(NC(=O)CN2CCC(C(=O)c3ccc(F)cc3)CC2)cc1	2	-2	1.5	4	1	1.1	8	-9	6
Oc1ccccc1C1=Nc2ncnn2C(c2ccc(F)cc2)C1 (stereo unspecified)	49	/	1.3	/	0.5	0.4	/	57*	/
Cc1ccc(C(=O)CCC2CCCCC2=O)cc1 (stereo unspecified)	42	10	0.9	2	0.6	0.2	-26	84*	1

Later entries
structure	CYP2C9 inhib	Rev-RRE block	PLAP act	EphB4 ephrin blk	CYP2C9 activ	CYP2C19 activ	Plk1 PBD FP	CYP2C19 inhib	PLK1 inh
CCCCN1CCc2c([nH]c3c(C)cccc23)C1=O	48	/	1	/	0.5	0.5	/	46	/
COc1ccccc1CNC(=O)c1cc2c(C)nn(Cc3ccc(F)cc3)c2s1	78*	0	0.9	1	0.2	0.6	12	38	-12
Cc1cccc(-n2c(C)nc3c(cnn3-c3ccc(F)cc3)c2=O)c1	14	6	1.1	-1	0.9	1	5	4	-1
CN(C)CCNC(=O)NC1CCCCC1	-8	4	0.9	2	1.1	1.1	3	-10	-4
COC(=O)c1ccccc1N/C=C1\CCc2c(c(C)nn2-c2ccccn2)C1=O	8	-7	1.1	-2	0.9	0.8	22	23	-14
CS(=O)(=O)N1CCC(C(=O)Nc2cccc(C(F)(F)F)c2)CC1	-13	/	0.9	/	1.1	1	/	5	/
CC(=O)c1nn(-c2cccc(Cl)c2)cc1C(=O)c1ccco1	-21	4	0.9	-3	1.2	0.9	-7	6	0
Cc1cc(C(F)(F)F)nn1CC(=O)N(C)C1CCCCC1	/	3	/	8	/	/	-14	/	-12
Cc1cccc(NC(=S)NNC(=O)c2csc3c2CCC(C)C3)c1 (stereo unspecified)	43	3	1.1	2	0.6	0.8	-35	25	-11
Cc1ccc(C(CC(N)=O)c2ccco2)cc1 (stereo unspecified)	0	3	1	-5	1	0.8	2	16	21
CC1CCCCN1CCCn1c(=S)[nH]c2ccccc2c1=O (stereo unspecified)	-5	-4	1	-3	1.1	1.1	11	-10	-2
Cc1c(C)n(C(=O)CSc2nncn2C)c2ccccc12	-115	4	1	-7	2.2*	0.6	30	42	-11
c1ccc2nc3c(nc2c1)c1ccccc1n3CCN1CCOCC1	21	7	0.9	-8	0.8	0.7	0	29	-18
Cn1ccnc1C(O)(c1nnc(-c2ccccc2)o1)C(F)(F)F (stereo unspecified)	-4	4	1.1	2	1	1.1	2	-8	-11
CC(c1ccccc1)N1C(=O)c2ccccc2C1O (stereo unspecified)	8	3	0.8	0	0.9	0.3	6	66*	3
